Assay outcomes from PubChem BioAssay.
K1F lysis inhibition: inhibition of K1F phage lysis, E. coli UTI89, bacterial capsule biogenesis inhibitors, alamar blue (AID 488966); hit rate 0.02% among 340,000; one-dose inhibition, % at 100 µM; IC50 in µM for titrated hits; E. coli UTI89 K1F phage lysis, alamar blue, 2 h; higher % means a stronger effect;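 active means phage lysis inhibition, versus mean bacterial control, above a set limit; inconclusive means no clear call, values can overlap the other calls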;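 further: capsule biogenesis inhibitors block K1F phage lysis so surviving cells raise fluorescence; higher fluorescence means more inhibition of phage lysis; actives were called in the ten point dose series up to 300 µM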
MgcRacGAP inhibition: MgcRacGAP GTPase-activating activity inhibitors, confirmation, biochemical, ADP Hunter fluorescence; MgcRacGAP-stimulated Rac1 GTP hydrolysis, ADP Hunter fluorescence; higher % means a stronger effect; GST-tagged Rac1 F28L mutant substrate; inhibition, % at 30 µM; hits with a dose series show IC50 in µM; hit rate 0.6% among 340,000;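 active means first-screen hits whose inhibition reached a set limit at any dose in the follow-up dose series; inconclusive means inhibition above the set first-screen limit but never retested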;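 further: fluorescence reports GDP produced by GAP-driven GTP hydrolysis; strong numbers were not always called active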
Dengue-2 NS5 capping: Dengue-2 NS5 methyltransferase inhibitors, primary screen, biochemical, confirmation dose response (AID 588689); Dengue-2 NS5 methyltransferase capping enzyme assay, biochemical; higher % means a stronger effect; inhibition, % at 25 µM; hits with a dose series show IC50 in µM; hit rate 0.3% among 340,000; in the data active means a potency from the dose series; inconclusive means inhibition above about 29% without an active follow-up result
Dengue-2 NS5 capping pilot replicate: further read-out of Dengue-2 NS5 capping, marked with its call; inhibition, %; measured here: pilot screen replicate inhibition
Active calls of the source: *; i = inactive; ? = inconclusive; · = not tested or not shown; [ ] = remark or other dose. The list is partial; count on the stated rates, not on these rows.

SMILES | K1F lysis inhibition | MgcRacGAP inhibition | Dengue-2 NS5 capping | others
COc1cc2ccnc(C=NO)c2cc1OC | · | 9% | -4%
C[C@@H]1CN([C@@H](C)CO)C(=O)CCCn2nncc2CO[C@@H]1CN(C)C(=O)c1ccc2ccn(C)c2c1 | · | 9% | -3%
C[C@@H]1CN([C@H](C)CO)C(=O)CCCn2nncc2CO[C@@H]1CN(C)C(=O)NC1CCCCC1 | · | 13% | 3%
O=C1CCC(C(=O)OCC(=O)Nc2ccc(OC(F)F)cc2)=NN1 | · | 16% | 5%
O=C1[C@H]2[C@@H](c3ccccc3)N[C@]3(CCCN(Cc4ccc(Cl)cc4)C3=O)[C@H]2C(=O)N1Cc1ccccc1 | · | 11% | -4%
Cc1nnc(SCC(=O)NC2(C#N)CCCCC2)n1N | · | 13% | -1%
CCN(CC)CCCC(C)n1c(C)cc(C(=O)NS(=O)(=O)c2ccc(C)cc2)c1C (stereo unspecified) | · | 5% | 1%
O[C@H]1CN(CC2CCCCC2)[C@@H](c2ccc(Cl)cc2)C[C@@H]1n1cc(-c2ccc(F)cc2)nn1 | · | 6% | -3%
Cc1ccc2c(C)c(C(=O)N3CCC(C(N)=O)(N4CCCCC4)CC3)oc2c1C | · | 4% | 4%
COc1ccc(-c2ccc(CCC(=O)O)n2-c2cc(OC)ccc2OC)cc1 | · | 17% | 8%
O=C1C=C(C#Cc2ccccc2)C[C@@H](c2ccc(F)cc2)C1 | · | 18% | -4%
Cc1nnc(NC(=O)CCC2CCCCC2)s1 | · | 2% | 0%
CCN(CC)C(=O)C1=C(C)N(Cc2ccccc2)C(=O)C(CC(=O)NC2CCCC2)C1 (stereo unspecified) | · | 2% | 1%
O=C(Cn1sc2ccccc2c1=O)Nc1ccccc1 | · | 73µM* | -59%
c1cnc(NCCSSCCNc2ncccn2)nc1 | · | 6% | -6%
COc1ccc(S(=O)(=O)N2CCC(C(=O)N[C@@H](C)C(=O)NCc3ccco3)CC2)cc1 | · | 9% | -2%
COc1ccc2cc(/C(C)=N/NC(=O)c3cc(C)oc3C)ccc2c1 | · | 9% | 3%
O=C(COC(=O)Cn1cnc2ccccc21)Nc1ccc(Br)cc1 | · | 7% | 2%
COc1cc(NC(=O)CCNC(=O)N2CC(=O)Nc3ccccc32)cc(OC)c1OC | · | 17% | 7%
CC(C)CC1C(=O)N(Cc2cn(CC3CCCCC3)nn2)CCS(=O)(=O)N1Cc1ccc(-c2ccc(Cl)c(Cl)c2)cc1 (stereo unspecified) | · | 12% | 7%
FC(F)(F)C1=NNC(c2ccc3ccccc3c2)=NN1 | · | -10% | -14%
C[C@H](CO)N1C[C@H](C)[C@H](CN(C)C(=O)Nc2ccc(C(F)(F)F)cc2)Oc2ncc(-c3cccnc3)cc2C1=O | · | 2% | 5%
Cc1ccc(NC(=O)COC(=O)c2ccco2)cc1S(=O)(=O)N1CCCCC1 | · | 8% | 2%
Cc1ccc(S(=O)(=O)N(C)CC(=O)N(C)Cc2cccs2)cc1 | · | 9% | 6%
COc1ccc(NC2CCCN(C(=O)c3ccccc3-c3ncc[nH]3)C2)cc1 (stereo unspecified) | · | 146µM* | 4%
Cc1ccc2c(c1)=N/C(=N\c1[nH]c(O)c3ccccc13)N=2 | · | 8% | 18%
CCOC(=O)c1c(C)cc2c(CO)n[nH]c(=O)c2c1C | · | -2% | -6%
CC1=C(C(=O)N2CCOCC2)CC(CC(=O)NCc2cccs2)C(=O)N1CCC1=CCCCC1 (stereo unspecified) | · | 8% | -8%
CC(OC(=O)[C@@H](NC(=O)OCc1ccccc1)C(C)C)C(=O)Nc1ccc(N2CCOCC2)cc1 (stereo partly specified) | -1.2%[50 µM] | -7% | -4%
O=C(O)C1(O)C[C@@H](O)C(O)[C@H](O)C1 (stereo partly specified) | 1.0% | -4% | -3%
O=C(COc1ccc(Br)cc1)NNC(=O)c1cc(S(=O)(=O)N2CCOCC2)ccc1Cl | 0.7%[50 µM] | 0% | -11%
Cc1cc(NC(=O)/C(C#N)=C\c2ccc(-c3ccc(SC(F)F)cc3)o2)n(-c2ccccc2)n1 | -0.3% | -2% | ?
CC1=Nc2ccccc2/C1=C/c1c(C)[nH]c2ccccc12 | -2.2% | 5% | -22%
COc1cc(C2c3cc4c(cc3C(O)C3COCC23)OCO4)cc(OC)c1OC (stereo unspecified) | 0.0% | 9% | 5%
NC(=O)C1(Nc2ccc(C(=O)O)cc2)CCCC1 | 1.1% | 4% | -5%
c1ccc(OCCN2CCNCC2)cc1 | -1.8% | 6% | -5%
O=C(COC(=O)c1cc(=O)[nH]c2ccccc12)Nc1ccc(Cl)c(S(=O)(=O)N2CCOCC2)c1 | 0.1%[50 µM] | 5% | -4%
CCN(CC)Cc1cc(Nc2c3ccccc3nc3c4ccccc4n(C)c23)cc(CN(CC)CC)c1O | -0.7% | 22µM* | -1%
COc1cccc(C(=O)NNC(=O)c2cccc3ccccc23)c1 | 2.3% | 0% | 3%
O=[N+]([O-])c1ccc(NN=Cc2cccc([N+](=O)[O-])c2)cc1 | -2.8% | 4% | 6%
Cc1cn([C@H]2C[C@H](O)[C@@H](CCC(=O)NC(c3ccccc3)c3ccccc3)O2)c(=O)[nH]c1=O | 0.1% | 9% | -5% | Dengue-2 NS5 capping pilot replicate=-5.8
Nc1ccc2ccc(O)cc2c1 | -2.6% | 37µM* | 0%
Cc1cccc(-c2c3c(=O)n(C)c(=O)n(C)c3c3nnc4ccccc4n23)c1 | 3.7% | 9% | -13%
CCC(C)C(N)C(=O)N1CCCC1C(=O)NC(C(=O)O)C(C)CC (stereo unspecified) | 1.1% | 6% | 7%
COC(=O)c1ccccc1S(=O)(=O)N1CCC(C(=O)OC(C)C(=O)N(C)Cc2ccccc2)CC1 (stereo unspecified) | 1.1%[50 µM] | 9% | -4%
O=C(Nc1ccccc1)C(Cc1ccccc1)c1ccccc1 (stereo unspecified) | -0.7% | -3% | 3%
CN(Cc1ccccc1F)C(=O)c1cccc(NC(=O)CC2SC(N3CCCCC3)=NC2=O)c1 (stereo unspecified) | 1.0%[50 µM] | 10% | -1%
COc1ccccc1N1CCN(C(=O)c2ccc3ncsc3c2)CC1 | 0.3% | 13% | 2%
ON=C(CCc1ccccc1)CCc1ccccc1 | -0.2% | 6% | 7%
CC(C)c1ccc(S(=O)(=O)N2CCC(C(=O)N3CCN(c4cccc(Cl)c4)CC3)CC2)cc1 | 0.2%[50 µM] | 9% | 1%
O=C1Nc2ccc3c(c2C1=Cc1cc2c(cc1Br)OCO2)OCO3 | 0.7% | 6% | 12%
O=C(COC(=O)Cc1n[nH]c(=O)c2ccccc12)Nc1c(Br)cc([N+](=O)[O-])cc1Br | -0.9% | 4% | -7%
CN(C)c1ccc(N=Nc2ccc3ncccc3c2)cc1 | 4.2% | 0% | -1%
O=C(OCC1CCNCC1)c1ccc(F)cc1 | 0.2% | 13% | -4%
Nc1cc(=O)[nH]c2ncnn12 | -0.7% | -1% | 2%
CN(CCc1ccccc1)C(=O)c1ccc(NC(=O)Cc2ccc(NC(=O)C3CCCN(C(=O)C4CC4)C3)cc2)cc1 (stereo unspecified) | 0.3% | 5% | -8% | Dengue-2 NS5 capping pilot replicate=-5.8
COc1ccccc1C(CNC(=O)c1ccc(NS(=O)(=O)c2ccc(C(C)=O)cc2)cc1)N1CCCC1 (stereo unspecified) | -0.1%[50 µM] | -2% | -4%
O=C(O)C1(Nc2ccc(Cl)cc2)CCCC1 | -1.9% | 2% | 7%
Cc1cccc(C=CC(=O)c2ccc(Cl)cc2)c1 | 0.3% | 10% | 6%
c1ccc(COc2ncnc3c2ncn3CCCNCc2ccccn2)cc1 | 0.2% | 4% | -3%

In the list so far, these have bromine.
SMILES | K1F lysis inhibition | MgcRacGAP inhibition | Dengue-2 NS5 capping | others
O=C(COC(=O)Cn1cnc2ccccc21)Nc1ccc(Br)cc1 | · | 7% | 2%
O=C(COc1ccc(Br)cc1)NNC(=O)c1cc(S(=O)(=O)N2CCOCC2)ccc1Cl | 0.7%[50 µM] | 0% | -11%
O=C1Nc2ccc3c(c2C1=Cc1cc2c(cc1Br)OCO2)OCO3 | 0.7% | 6% | 12%
O=C(COC(=O)Cc1n[nH]c(=O)c2ccccc12)Nc1c(Br)cc([N+](=O)[O-])cc1Br | -0.9% | 4% | -7%

(list continues)
SMILES | K1F lysis inhibition | MgcRacGAP inhibition | Dengue-2 NS5 capping | others
CCN(CC(=O)Nc1ccccc1C(F)(F)F)C(=O)c1ccccc1OCc1ccc(F)cc1 | 0.1%[50 µM] | 1% | -8%
Nc1cccc2c(=O)[nH][nH]c(=O)c12 | 0.5% | 2% | -1%
CC(Cc1ccccc1)N1CCCC1=O (stereo unspecified) | 0.8% | -7% | -10%
CC(=O)c1ccc2c(c1)CCN2 | 0.3% | 12% | -6%
CC(=O)Nc1c(C(=O)O)ccc(C)c1OCc1ccccc1 | 3.1% | -2% | -4%
Nc1c(Cl)cc(C(=O)NC2CC2)cc1Cl | -2.9% | -1% | -3%
Cc1cc(NC(=O)C(C)SCC(=O)Nc2cccc(S(=O)(=O)N3CCCCCC3)c2)no1 (stereo unspecified) | -0.3% | 2% | -5%
CCOC(=O)N1C(=O)NC(=O)C1c1ccc(OC)cc1 (stereo unspecified) | 0.3% | 1% | 7%
NS(=O)(=O)c1ccc(Cl)c(S(N)(=O)=O)c1 | 0.0% | 5% | -1%
O=c1[nH]c(=O)n(C2CC(O)C(CO)O2)cc1Br (stereo unspecified) | 1.4% | 4% | 0%
CCN(CC)CCNC(=O)c1ccc(NC(=O)c2ccc(S(=O)(=O)N3CCCC3)cc2)cc1 | 0.0% | 2% | -10%
CC(=O)c1ccc2c3c(cc(C)c2c1)CCCC3 | 1.1% | 0% | -10%
C[C@H](O)[C@@H]1C(=O)N2CCc3ccc(-c4cccc(F)c4)cc3[C@@H]2C[C@@H]1N(C)C(=O)Nc1ccccc1 | 0.1% | 1% | 2% | Dengue-2 NS5 capping pilot replicate=-3.4
CC12CCCC(C(C#N)C(N)=O)(C1)NC(=O)C2C#N (stereo unspecified) | 0.5% | -2% | -13%
O=C(CN1CCC(NC(=O)C2CCCCC2)CC1)Nc1ccccc1 | -0.9% | 25% | -10%
COc1ccc(Nc2ccc3ccccc3c2)cc1 | i | 53µM* | 5%
C=C1CC(COc2ccc3c(C)c(Cl)c(=O)oc3c2)(c2ccccc2)OC1=O (stereo unspecified) | -1.9% | 4% | -37%
CC(=O)Nc1ccc(C(=O)CSc2nnc(-c3ccccc3F)n2CCc2ccccc2)cc1 | 0.1% | 6% | -5%
CCCCC(C)Sc1nc2c([nH]1)c(=S)n(C)c(=O)n2C (stereo unspecified) | 1.9% | -2% | -2%
CN(CCc1ccccc1)C(=O)c1ccc(NC(=O)Cc2cccc(NC(=O)C3CCN(S(=O)(=O)c4cccc([N+](=O)[O-])c4)CC3)c2)cc1 | 0.1% | 4% | -2% | Dengue-2 NS5 capping pilot replicate=-1.8
Cc1ccc(S(=O)(=O)N2CCN(C(=O)CN3C(=O)NC(C)(CCC(C)C)C3=O)CC2)c(C)c1 (stereo unspecified) | 0.7%[50 µM] | 15% | 2%
CN(N=Nc1nc[nH]c1C(=O)NN)C1CCCCC1 | -0.2% | -2% | -4%
Clc1cccc(CN2CCC3CC2c2cc(N4CCCCC4)ccc23)c1 (stereo unspecified) | 0.1% | 2% | 0% | Dengue-2 NS5 capping pilot replicate=1.8
COCCCNCc1cc(C)n(-c2cc(S(=O)(=O)N3CCOCC3)ccc2N2CCCC2)c1C | 0.0%[50 µM] | 15% | -4%
CC(O)C(NS(=O)(=O)c1ccc(Cl)cc1)C(=O)OCC(=O)c1ccc2c(c1)NC(=O)CO2 (stereo unspecified) | 0.6%[50 µM] | 4% | -8%
NC(=O)C1CC(=O)N(c2ccc(OCC(=O)N3CCCC3)cc2)C1 (stereo unspecified) | 0.7% | 8% | -1%
O=C1c2nccnc2C(=O)N1Cc1ccccc1 | -2.3% | 7% | -2%
OCC1OC(n2cnc3c(SCc4ccccc4)ncnc32)C(O)C1O (stereo unspecified) | 1.7% | 3% | 5%
Cc1c(Cl)cc(C(C)C)c(O)c1CN1CCOCC1 | -4.4% | 1% | -2%
CC(=O)Nc1ccc2c(c1Br)Cc1ccccc1-2 | -3.0% | 2% | -5%

Among those listed so far, these contain an aryl thioether with sulfur outside any ring:
SMILES | K1F lysis inhibition | MgcRacGAP inhibition | Dengue-2 NS5 capping | others
Cc1nnc(SCC(=O)NC2(C#N)CCCCC2)n1N | · | 13% | -1%
Cc1cc(NC(=O)/C(C#N)=C\c2ccc(-c3ccc(SC(F)F)cc3)o2)n(-c2ccccc2)n1 | -0.3% | -2% | ?
CC(=O)Nc1ccc(C(=O)CSc2nnc(-c3ccccc3F)n2CCc2ccccc2)cc1 | 0.1% | 6% | -5%
CCCCC(C)Sc1nc2c([nH]1)c(=S)n(C)c(=O)n2C (stereo unspecified) | 1.9% | -2% | -2%
OCC1OC(n2cnc3c(SCc4ccccc4)ncnc32)C(O)C1O (stereo unspecified) | 1.7% | 3% | 5%
